# Tb PGK inh: blocks T. brucei phosphoglycerate kinase; 380,000 tested, 0.043% active; AID 602233; Potency, µM (series often up to 57.5 µM), without a hit: top-dose activity change, negative = inhibition, most hits filed as inhibitors; PGK/GAPDH coupled, Kinase-Glo luminescence, 60 min; P07378; also: potency is read from the fitted curve at half-maximal effect; % is scaled to controls: 0 for no effect and ±100 for the full control effect; nearly all actives have a fitted effect of over 60% in size
#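 Recombinant glycosomal PGK reaction used 1,3-bisphosphoglycerate generated in-well by GAPDH (100nM final) in 100mM TEA pH 7.6, 5mM MgCl2, 0.01% Tween-20. After 60 minutes at room temperature, ATP was read by Kinase-Glo Plus luminescence end-point.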
# BAZ2B block: BAZ2B (human) inhibition | Q9UIF8 | AlphaScreen BAZ2B-H3K14Ac peptide displacement | Potency, µM (top dose mostly 114 µM), for the others: at the top dose activity change, negative = inhibition, actives largely listed as inhibitors | 360,000 tested, 4.4% active | AID 504333; also: potency is read from the fitted curve at half-maximal effect; % is scaled to controls: 0 for no effect and ±100 for the full control effect; nearly all actives have a fitted effect of over 60% in size
#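 Multi-concentration screen (max 110 uM) measuring displacement of acetylated histone H3 peptide from BAZ2B by AlphaScreen, using 50 nM protein, 50 nM peptide and 10 ug/mL streptavidin donor plus Ni-chelate acceptor beads.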
# JMJD2A Tudor: inhibitors of human JMJD2A Tudor domain; O75164; AlphaScreen JMJD2A-Tudor / H3K4me3 peptide binding; Potency, µM (titrated, usually from 114 µM), for inactives: at the top dose activity change, negative = inhibition, actives largely listed as inhibitors; 390,000 tested, 4.4% active; AID 504339; also: potency is read from the fitted curve at half-maximal effect; % is scaled to controls: 0 for no effect and ±100 for the full control effect; nearly all actives have a fitted effect of over 50% in size
# GLS inhibitor: blocks human kidney-isoform glutaminase activity. GLS enzymatic activity, qHTS titration. Potency, µM (top dose mostly 45.5 µM), without a hit: at the highest dose activity change, negative = inhibition, hits mostly inhibitors. 410,000 tested, 0.21% active; also: potency is read from the fitted curve at half-maximal effect; % is scaled to controls: 0 for no effect and ±100 for the full control effect
#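 Human kidney-isoform GLS in 45 mM KH2PO4 pH 8.2, 0.02% Tween-20, with compound, started with 1mM L-Glutamine (added stock). Glutamate oxidase/HRP/Amplex red coupled fluorescence read at start and after 30 min at RT.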
# Pin1 inhibitor: blocks the human prolyl isomerase Pin1; Q13526; Pin1 FP peptide displacement, HiFluor488, 10 min; Potency, µM (doses to about 115 µM), without a hit: top-dose activity, negative = inhibition, most hits filed as inhibitors; 390,000 tested, 0.009% active; active = well fitted inhibition curve with a large enough effect in the polarisation, with a control signal flat, not every such curve was filed as active; inconclusive = small, poorly fitted or top-dose-only effect, or effect the other way, or a change in a side signal; inactive = no such curve, though single readings can be large or run the other way; the % refers to the polarisation; also: potency is read from the fitted curve at half-maximal effect; % is scaled to controls: 0 for no effect and ±100 for the full control effect
# Pol eta inh: DNA polymerase eta (human) inhibition | 390,000 tested, 1.2% active | Potency, µM (doses to about 114 µM), inactives show at the top dose activity change, negative = inhibition, hits mostly inhibitors | Q9Y253 | recombinant Pol eta, fluorescent DNA replication assay | AID 588591; also: potency is read from the fitted curve at half-maximal effect; % is scaled to controls: 0 for no effect and ±100 for the full control effect
#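 Pol eta (10 nM) was preincubated with compounds for 15 min at room temperature, after which fluorescent replication substrate (50 nM final) was added to start the reaction. Fluorescence was read kinetically at 0 and 10 min.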
# G9a inh: blocks human histone lysine methyltransferase G9a. G9a H3K9 monomethylation, AlphaScreen, 2 h. Potency, µM (highest dose often 102 µM), inactives show at the top dose activity, negative = inhibition, most hits filed as inhibitors. 350,000 tested, 8.8% active. AID 504332; also: potency is read from the fitted curve at half-maximal effect; % is scaled to controls: 0 for no effect and ±100 for the full control effect; nearly all actives have a fitted effect of over 75% in size
#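 AlphaScreen detection with an anti-monomethyl H3K9 antibody quantified product after a 2 h room-temperature reaction containing 500 nM biotinylated H3K9 peptide, 20 µM SAM and 20 nM enzyme, which had been preincubated 15 min with compound.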
# PI4K2A inh: PI4K2A (human) kinase inhibition; purified PI4K2A, ADP-Glo luminescence, 1 h; hits give low values; activity change, negative = inhibition, % at 76.9 µM; 420,000 tested, 0.13% active; AID 1346378; in the data active = activity change below about -50%; inconclusive = mostly about -30% to -49%;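 also: -100% = wells without enzyme as full effect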
#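 ADP-Glo luminescence measured ADP generated by PI4K2A enzyme (4 ug/mL before mixing) with 1.2 mM PI substrate (pre-mix) and 300 microM ATP (pre-mix). Tris pH7.5 buffer with MgCl2, Triton X-100; 1 h reaction at ambient temperature.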
# HP1b chromo inh: blocks HP1-beta chromodomain binding to methylated histone tails. P83916. AlphaScreen HP1-beta / biotin-H3K9me3 peptide binding. Potency, µM (titrated, usually from 114 µM), for inactives: at the top dose activity change, negative = inhibition, actives largely listed as inhibitors. 390,000 tested, 0.56% active. AID 540317; also: potency is read from the fitted curve at half-maximal effect; nearly all actives have a fitted effect of over 70% in size; inactives centre near 23
#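 HP1-beta protein (50 nM final) preincubated 30 min at room temperature with biotinylated H3(1-18)K9me3 peptide (50 nM) in PBS pH 7.4, 0.01% Tween-20, then compound added for 30 min. AlphaScreen streptavidin donor/nickel chelate acceptor beads (10 ug/mL final), 30 min dark, luminescence read.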
# Numbers without * were called inactive; i = inactive; ? = inconclusive; / = not tested or not shown; [ ] = remark or other dose. Unless noted, calls follow the shape of the dose curve; as a rule, active = well fitted curve in the direction sought with a large enough effect; inconclusive = small, poorly fitted or top-dose-only effect, or another doubt; inactive = no such curve, though single readings can be large; an effect the other way counts as inactive or inconclusive. Not all compounds are listed. The share of hits here may be higher or lower than overall.
# Preview:
Structure	Tb PGK inh	G9a inh	BAZ2B block	GLS inhibitor	PI4K2A inh	Pin1 inhibitor	HP1b chromo inh	Pol eta inh	JMJD2A Tudor
Cc1cccc(N/C(N)=N/c2nc(C)cc(=O)[nH]2)c1	-9%	6%	19%	2%	-1	-6%	15%	-20%	-19%
Cc1nc2c(C(=O)N3CCOCC3)cnn2c(C)c1Cc1ccc(Cl)cc1	-3%	3%[12.7 µM]	-7%	2%	2	6%	14%	-8%	-2%

# This part in full, previewed entries included:
Structure	Tb PGK inh	G9a inh	BAZ2B block	GLS inhibitor	PI4K2A inh	Pin1 inhibitor	HP1b chromo inh	Pol eta inh	JMJD2A Tudor
Cc1cccc(N/C(N)=N/c2nc(C)cc(=O)[nH]2)c1	-9%	6%	19%	2%	-1	-6%	15%	-20%	-19%
Cc1nc2c(C(=O)N3CCOCC3)cnn2c(C)c1Cc1ccc(Cl)cc1	-3%	3%[12.7 µM]	-7%	2%	2	6%	14%	-8%	-2%
COc1ccc2c(c1OC)C(=O)OC2n1c(O)c(N=NC(C)=O)c2ccccc21 (stereo not given)	5%	29%	-20%	1%	8	-6%	5%	-20%	2%
Cc1ccc(C(=O)NNC(=O)c2ccoc2C)s1	9%	-26%	7%	10%	2	8%	28%	-13%	0%
COc1cc(/C=C/C(=O)N(C)CC(=O)Nc2ccccc2Br)cc2c1OCCO2	-3%	-13%[59 µM]	8%	-4%	-9	5%	17%	-4%	-20%
CCOc1ccc(S(=O)(=O)Nc2cccc(C(=O)NCCCN3CCCC3=O)c2)cc1	-7%	11%[12.7 µM]	11%	-1%	-1	-9%	34%[activator]	-3%	-2%
COc1ccc(OCC2CCNCC2)cc1	8%	50µM*	-23%	-2%	-1	-4%	30%	0%	-20%
Cn1c(-c2ccsc2)c(-c2cccs2)c2cc(-c3ccc4cc[nH]c4c3)ccc21	i	7%[0.501 µM]	-30%	1%	-10	12%	25%	-9%	?

# Arranged by molecular weight (ascending): some entries from above
Structure	Tb PGK inh	G9a inh	BAZ2B block	GLS inhibitor	PI4K2A inh	Pin1 inhibitor	HP1b chromo inh	Pol eta inh	JMJD2A Tudor
COc1ccc(OCC2CCNCC2)cc1	8%	50µM*	-23%	-2%	-1	-4%	30%	0%	-20%
Cc1ccc(C(=O)NNC(=O)c2ccoc2C)s1	9%	-26%	7%	10%	2	8%	28%	-13%	0%
Cc1nc2c(C(=O)N3CCOCC3)cnn2c(C)c1Cc1ccc(Cl)cc1	-3%	3%[12.7 µM]	-7%	2%	2	6%	14%	-8%	-2%
COc1ccc2c(c1OC)C(=O)OC2n1c(O)c(N=NC(C)=O)c2ccccc21 (stereo not given)	5%	29%	-20%	1%	8	-6%	5%	-20%	2%
Cn1c(-c2ccsc2)c(-c2cccs2)c2cc(-c3ccc4cc[nH]c4c3)ccc21	i	7%[0.501 µM]	-30%	1%	-10	12%	25%	-9%	?
CCOc1ccc(S(=O)(=O)Nc2cccc(C(=O)NCCCN3CCCC3=O)c2)cc1	-7%	11%[12.7 µM]	11%	-1%	-1	-9%	34%[activator]	-3%	-2%
COc1cc(/C=C/C(=O)N(C)CC(=O)Nc2ccccc2Br)cc2c1OCCO2	-3%	-13%[59 µM]	8%	-4%	-9	5%	17%	-4%	-20%

# Next section.
Structure	Tb PGK inh	G9a inh	BAZ2B block	GLS inhibitor	PI4K2A inh	Pin1 inhibitor	HP1b chromo inh	Pol eta inh	JMJD2A Tudor
COc1cc(C2C(C#N)=C(N)N(c3sc4c(c3C#N)CCCC4)C3=C2C(=O)CC(C)(C)C3)cc(OC)c1OC (stereo not given)	-1%	-7%	3%	-17%	4	?	36%	-13%	-1%
CCOC(=O)c1c(N)sc(C(=O)N2CCOCC2)c1C	-9%	24%[59 µM]	-3%	-12%	1	-1%	18%	-6%	-18%
O=C(NCC1COc2ccccc2O1)c1ccc(Cl)c(S(=O)(=O)N2CCOCC2)c1 (stereo not given)	-19%	12%[2.33 µM]	-31%	-4%	-7	2%	60%[activator]	-9%	-13%
Cc1ccc(SCC(=O)Nc2ccc3c(c2)C(=O)N(C)C3=O)cc1	i	66%[activator]	-6%[57.1 µM]	-3%	0	-4%	20%	-10%	-12%
N#Cc1cc(S(=O)(=O)c2ccccc2)c(N)[nH]c1=O	6%	?	36%[activator]	-4%	-1	3%	36%	-6%	-14%
CCOc1ccc(OCC(=O)Nc2cc3c(cc2C(=O)O)OCCCO3)cc1	3%	14µM*	2%	3%	7	2%	36%	-11%	-17%
CN=C(c1ccc(C)cc1)n1c(=S)nc(-c2ccc(C)cc2)n(C)c1=S	i	40µM*	-22%	-12%	-1	3%	?	-13%	7%[11.4 µM]
CCN(CC)C(=O)C1=C(C)N(CCC2=CCCCC2)C(=O)C(CC(=O)NC(c2ccccc2)c2ccccc2)C1 (stereo not given)	-4%	/	/	-5%	-2	/	/	-11%	/

# Next records:
Structure	Tb PGK inh	G9a inh	BAZ2B block	GLS inhibitor	PI4K2A inh	Pin1 inhibitor	HP1b chromo inh	Pol eta inh	JMJD2A Tudor
CCc1sc(NC(C)=O)nc1-c1ccccc1	7%	-17%	?	-2%	0	3%	21%	-9%	-10%
CCOC(=O)c1c(NC(=O)CS(=O)(=O)c2ccc(Cl)cc2)sc2c1CCCC2	-10%	-7%[59 µM]	-2%	-9%	-3	-1%	30%	-18%	-22%
CC(C)N(Cc1cn(C)nc1-c1cccc(Cl)c1)CC1CCC(=O)N1 (stereo not given)	-4%	12%	-12%	5%	-1	2%	38%	1%	-18%
CCCOc1ccc(N2C(=O)CC(N3CCN(c4ccccc4F)CC3)C2=O)cc1 (stereo not given)	-3%	20%[59 µM]	3%	-3%	-1	6%	12%	10%	-5%
O=C(Nc1ccc(OCC(=O)N2CCOCC2)cc1)c1ccccc1F	12%	17%[59 µM]	0%	0%	3	-2%	2%	-3%	-8%
O=C(NCc1ccco1)c1ccc(S(=O)(=O)N2CCCCC2)cc1	2%	-1%	-11%	-1%	-4	4%	29%	-4%	-10%
O=C(CN1CCN(Cc2ccccc2)CC1)N/N=C/c1c[nH]c2ccccc12	20%	14%	2%	6%	10	2%	11%	-17%	-8%
COc1cccc(/C=C/C(=O)OC(C)C(=O)Nc2c(C)n(C)n(-c3ccccc3)c2=O)c1 (stereo not given)	-2%	28%	-11%	-2%	-8	-1%	0%	-9%	-7%

# Continuation.
Structure	Tb PGK inh	G9a inh	BAZ2B block	GLS inhibitor	PI4K2A inh	Pin1 inhibitor	HP1b chromo inh	Pol eta inh	JMJD2A Tudor
COc1ccc(NC(=O)N2CCN(c3cc(-c4noc(C)n4)ccc3C)CC2)c(OC)c1	-4%	12%[59 µM]	-9%	29%	2	3%	35%[57 µM]	-10%	-30%
O=C(Cn1c(SCC(=O)N2CCc3ccccc3C2)nc2ccccc21)NC1CCCC1	-9%	10%	0%	3%	-1	-1%	15%	-8%	-21%
COCC1CCN(Cc2cn(C)nc2-c2cccc(Cl)c2)C1 (stereo not given)	-9%	-22%	-20%	-5%	-3	-8%	20%	-10%	-11%
Cc1ccc(C(=O)Nc2nc3ccc(S(C)(=O)=O)cc3s2)s1	i	?	/	-3%	0	5%	6%	6%	-13%
O=C1NC(=O)C(c2ccc(Cl)cc2)N1 (stereo not given)	-4%	23%	-3%	-4%	0	-5%	61%[activator]	-6%	4%
CSC1=NCCN1C(=O)COc1ccccc1	-1%	?	12%	16%	-3	-7%	29%	-11%	0%
COc1ccc(CCN/C=C2/CC(=O)NC2=O)cc1OC	-6%	-8%[12.7 µM]	?	16%	-4	0%	33%[activator]	12%	-13%
CCc1nn(CC(=O)NCc2ccc(OC)cc2OC)c(=O)c2cc3c(OC)cccc3n12	7%	12%[59 µM]	-1%	19%	-1	-1%	21%	0%	-16%

# Next part.
Structure	Tb PGK inh	G9a inh	BAZ2B block	GLS inhibitor	PI4K2A inh	Pin1 inhibitor	HP1b chromo inh	Pol eta inh	JMJD2A Tudor
COC(=O)CCCCCN1C(=O)/C(=C\c2ccncc2)SC1=S	-3%	10µM*	25µM*	2%	15	0%	?	-9%	45µM*
CC[C@H](C)[C@H]1CNC(=S)N1CC1CCN(CCC23CC4CC(CC(C4)C2)C3)CC1	-4%	/	/	10%	3	-3%	38%	-18%	-13%
CCn1c(=O)n(CC)c2cc(N3CCCC3)c(NC(=O)c3cc(Cl)ccc3OC)cc21	3%	40µM*	25µM*	11%	0	5%	?	3%	50µM*
O=C(Nc1ccc(C(=O)N2CCN(c3ccccc3)CC2)cc1)C1=CSCCO1	-6%	-10%	-37%	-1%	6	-1%	-7%	-7%	?
O=C(NNC(=S)Nc1ccccc1)c1ccncc1	-8%	?	-8%	19%	6	7%	12%	-7%	-4%
CCc1ccc(N=C2NC(=O)CS2)cc1	-3%	15%[0.501 µM]	-5%	6%	-2	-1%	21%	-14%	-1%
O=C(c1ccco1)n1nc(-c2ccccc2)nc1NCc1ccc(Cl)cc1	-13%	3%[59 µM]	7%	-2%	1	-1%	25%	-4%	-11%
Cn1c(SCC(=O)N2CCOCC2)nc2cccnc21	-1%	-26%	-3%	7%	-3	-4%	32%[activator]	-6%	-2%

# Screens as filed in PubChem.
